MgcRacGAP inhibition: MgcRacGAP GTPase-activating activity inhibitors, confirmation, biochemical, ADP Hunter fluorescence | MgcRacGAP-stimulated Rac1 GTP hydrolysis, ADP Hunter fluorescence; higher % means a stronger effect; GST-tagged Rac1 F28L mutant substrate | inhibition, % at 30 µM; hits with a dose series show IC50 in µM | 0.6% of 340,000 active;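 active means first-screen hits whose inhibition reached a set limit at any dose in the follow-up dose series; inconclusive means inhibition above the set first-screen limit but never retested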;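 further: fluorescence reports GDP produced by GAP-driven GTP hydrolysis; strong numbers were not always called active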
GPR35 arrestin U2OS: GPR35 antagonists blocking zaprinast-driven arrestin recruitment, primary screen, imaging, U2OS, beta-arrestin-GFP, zaprinast agonist (AID 2058); U2OS GPR35 beta-arrestin-GFP translocation imaging, zaprinast antagonism; higher % means a stronger effect; inhibition, % at 10 µM; hits with a dose series show IC50 in µM; 0.052% of 290,000 active;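 active means inhibition of at least 50% with at least 30 cells and total cytoplasm GFP at most 10,000,000; inconclusive means under 30 cells or total GFP of 10,000,000 plus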
LYP inhibition: PTPN22 lymphoid phosphatase activity blockers – biochemical, fluorescence intensity, uHTS (AID 1779); recombinant LYP phosphatase, fluorescence intensity; higher % means a stronger effect; one-dose inhibition, % at 11.5 µM; IC50 in µM for titrated hits; 0.054% of 290,000 active; in the data active means inhibition above about 50%;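 further: plate controls were vehicle with enzyme for no effect and no enzyme for full effect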
SV40 large T antigen: TAg ATPase/helicase activity blockers – biochemical (AID 1903); inhibition, % at 20 µM; hits with a dose series show IC50 in µM; 0.39% of 310,000 active; SV40 large T antigen ATPase/helicase inhibition assay; higher % means a stronger effect; in the data active means a potency from the dose series; inconclusive means inhibition mostly from about 32% at the one dose, without a potency; inactive means the rest, 99 in 100 with inhibition below about 32%; further: strong numbers were not always called active
Hep lipid drop: modulators of hepatic lipid droplet formation. inhibition, % at 6.5 µM. AML12 mouse hepatocytes, oleate lipid droplets, BODIPY imaging. 0.4% of 240,000 active;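 active means lipid droplet intensity inhibited by at least 50%, with more than 500 cells counted; inconclusive means wells with under 300 cells, treated as cytotoxic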
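Technique: fluorescence imaging, 20x objective, two fields per well / Assay system: AML12 hepatocytes (mouse) / Measure: % inhibition of lipid droplet signal / Doses: 6.5 µM single-point dosing / Incubation: overnight exposure / Reagent: 100 µM oleic acid challenge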
GPR55 beta-arrestin: selective activators of receptor GPR55 – imaging, U2OS cells, beta-arrestin-GFP redistribution, primary screen (AID 1961); U2OS GPR55 beta-arrestin-GFP redistribution imaging; higher % means a stronger effect; 0.048% of 290,000 active; activation, % at 10 µM; hits with a dose series show EC50 in µM;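 active means activation above 40% with more than 50 cells counted in the well; inconclusive means wells holding fewer than 50 cells, flagged as toxic or sparse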;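 further: U2OS osteosarcoma cells stably expressing GPR55 and beta-arrestin-GFP; plate controls were DMSO negative control for no effect and LPI positive control for full effect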
GPR55 antagonists: GPR55 antagonists blocking LPI-driven arrestin recruitment, primary screen, imaging, U2OS, beta-arrestin-GFP, LPI agonist (AID 2013) | U2OS GPR55 beta-arrestin-GFP translocation imaging, LPI antagonism; higher % means a stronger effect | inhibition, % at 10 µM, or IC50 in µM where a hit was titrated | 0.13% of 290,000 active;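 active means spots per cell inhibited over 60%, with over 100 cells counted and total cytoplasm intensity under 500,000; inconclusive means wells with under 100 cells, flagged as likely toxic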;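 further: U2OS cells stably carrying GPR55 and arrestin-GFP stimulated by 5 µM LPI near EC80; imaged beta-arrestin-GFP aggregate spots per cell after agonist stimulation; plate controls were LPI-stimulated DMSO wells for no effect and DMSO wells without LPI for full effect; some results filed as inactive read as strong as hits; confirmed hits need IC50 under 10 µM and bright autofluorescent wells are also inconclusive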
T cell HTS: modulates CD8 T cell binding to vesicles | 2C CD8+ T cell-vesicle binding, flow cytometry; active compounds read low | calls only at 7 µM | 0.068% of 330,000 active;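 active means response, share of CD8 T cells binding vesicles, and their 90th percentile fluorescence all below set limits, cut at about 80% in these data, passing the limit was not always enough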
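Assay system – 2C mouse CD8+ T cells · Also added – QL9-loaded Drosophila micro-vesicles · Timing – Cell–vesicle co-incubation 1.5 h at 37 °C, staining 20 min on ice · Signal – flow cytometry of vesicle-bound cells · Measure – percent CD8+ FL2 mean versus row control · Controls – Peptide-free naked vesicles (low) and QL9 vesicles with 0.7% DMSO vehicle (high)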
NTR1 agonist: NTR1-driven beta-arrestin-GFP spot formation – imaging, U2OS cells, high content, primary screen (AID 493036); P30989; agonist mode; activation, % at 20 µM; 0.17% of 330,000 active;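 active means activation at or above 40% of the spot to cytoplasm intensity ratio, with at least 20 cells analyzed; inconclusive means wells under 20 cells, flagged as cytotoxic or low count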;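 further: 0% = DMSO without peptide and 100% = 100 nM NTR1 peptide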
Target sequence (P30989 whole entry, looked up): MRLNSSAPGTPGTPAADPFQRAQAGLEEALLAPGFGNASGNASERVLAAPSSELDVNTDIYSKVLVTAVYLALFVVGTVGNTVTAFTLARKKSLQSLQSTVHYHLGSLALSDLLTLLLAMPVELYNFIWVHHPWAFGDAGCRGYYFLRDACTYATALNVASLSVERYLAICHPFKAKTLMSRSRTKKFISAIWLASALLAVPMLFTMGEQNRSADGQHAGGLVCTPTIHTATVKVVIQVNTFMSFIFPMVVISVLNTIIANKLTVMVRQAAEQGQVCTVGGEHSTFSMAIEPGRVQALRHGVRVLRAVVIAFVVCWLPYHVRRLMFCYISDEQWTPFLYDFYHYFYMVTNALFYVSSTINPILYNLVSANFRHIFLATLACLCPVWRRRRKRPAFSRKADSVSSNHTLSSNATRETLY
Hep lipid drop cells 6.5 µM: further read-out of Hep lipid drop, marked with its call; cell count; measured here: cell count, cytotoxicity flag;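 cells counted across two imaged fields per well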
T cell HTS vesicle-bound %: further read-out of T cell HTS, marked with its call; double positive events, %; measured here: CD8+ vesicle-bound cell fraction;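 binding gate set so that unloaded-vesicle control wells show 10% double positive cells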
NTR1 agonist cell count 20 µM: also measured in NTR1 agonist; calls as there; cell count; measured here: cell count, cytotoxicity flag
The depositor's hits bear a star; i = inactive; ? = inconclusive; . = not tested or not shown.

SMILES	MgcRacGAP inhibition	GPR35 arrestin U2OS	LYP inhibition	SV40 large T antigen	Hep lipid drop	Hep lipid drop cells 6.5 µM	GPR55 beta-arrestin	GPR55 antagonists	T cell HTS	T cell HTS vesicle-bound %	NTR1 agonist	NTR1 agonist cell count 20 µM
CCN(Cc1cc2cc(OC)ccc2[nH]c1=O)C(=O)c1ccncc1	-1%	-1%	0%	14%	10	677	-0.1%	4%	i	22	-0.8	43
COc1cc(/C=N/n2c(=S)[nH]nc(C)c2=O)cc([N+](=O)[O-])c1O	.	21%	-2%	?	-7	726	-0.1%	18%	i	54	-0.6	87
CCC(=O)Nc1cccc(NC(=O)c2ccccc2Br)c1	7%	6%	-6%	3%	2	697	0.1%	17%	i	46	-1.5	52
Cc1cc(C)cc(NC(=O)Cn2c(SCc3cc(C)ccc3C)nc3ccncc32)c1	.	8%	1%	2%	-8	722	-0.2%	4%	.	.	.	.
Cc1ccc(C2=NS(=O)(=O)N(C)C(C(=O)Nc3ccc(F)cc3F)=C2)cc1	-1%	-20%	-7%	6%	-38	806	0.6%	6%	i	18	-0.6	81
COC(=O)c1sc(N)c(C(=O)OC)c1Cn1ncc(Cl)c(Cl)c1=O	6%	10%	-4%	3%	-1	709	0.0%	-1%	i	9	4.7	80
COCCSc1ccccc1C(=O)Nc1cccnc1	-5%	1%	-7%	7%	2	805	-0.1%	2%	i	49	0.8	56
COc1ccc(-n2c(O)c(/C=N/NS(=O)(=O)c3ccc(C)cc3)c3ccccc3c2=O)cc1OC	11%	-17%	0%	32%	5	676	-0.1%	-6%	i	56	-2.5	65
O=C(NCc1ccncc1)C(F)(F)C(F)(F)C(=O)NCc1ccncc1	-5%	11%	2%	-1%	6	766	0.2%	2%	i	15	-1.1	49
O=C(N/N=C\c1ccc([N+](=O)[O-])s1)c1cncc(Br)c1	8%	-6%	-2%	3%	-12	583	0.1%	2%	i	57	0.0	87
O=C(CCCN1C(=O)/C(=C\c2cccs2)SC1=S)Nc1ccc(C(=O)O)cc1	-2%	13%	-1%	9%	-4	713	-0.3%	7%	i	22	1.2	34
O=C(CCS(=O)(=O)c1ccc(Cl)cc1)Nc1nc(-c2ccncc2)cs1	6%	-2%	-7%	-7%	-19	605	-0.2%	-12%	i	20	1.7	68
COc1cccc(/C=N/NC(=S)Nc2cccnc2)c1	6%	-2%	1%	9%	3	670	0.1%	-3%	i	45	-1.5	39
COc1ccc(C(=O)Nn2c(SCC(=O)NCc3ccco3)nc3ccccc3c2=O)cc1	12%	-9%	2%	-2%	4	692	-0.1%	-2%	i	36	-1.7	57
COc1cc(/C=C2/C(=O)NN(c3ccc(Cl)c(Cl)c3)C2=O)cc([N+](=O)[O-])c1O	?	-4%	-5%	12µM*	9	812	0.0%	-22%	i	58	.	.
Cc1cc(=O)[nH]c(SCC(=O)NCCC2=CCCCC2)n1	4%	-3%	-4%	2%	-3	705	-0.3%	5%	i	20	0.4	39
O=C(c1cccc(F)c1)N1CCCC(C(=O)N2CCCC2)C1 (stereo not given)	3%	15%	-7%	5%	.	.	-0.1%	6%	i	64	3.1	83
CCCC(=O)Nc1cccc2c1CCCC2	14%	50%	-9%	4%	.	.	-0.1%	-7%	i	36	-1.4	34
CC(C)(C)c1ccc(NC(=O)c2ccsc2)cc1	.	-3%	-1%	6%	-43	470	-0.1%	5%	i	46	0.6	48
COc1ccc(CNC(=O)CSc2nnc3nc(C)cc(C)n23)cc1OC	6%	1%	-4%	4%	13	693	0.3%	6%	i	12	0.3	43
Cn1c(=O)n(Cc2ccccc2F)c(=O)c2c1nc1n2CCN1Cc1ccco1	-8%	-2%	-8%	7%	2	720	-0.1%	8%	i	8	2.1	62
CCCn1c2ccc(F)cc2c2nnc(SCCN3CCCCC3)nc21	11%	1%	3%	7%	12	753	0.6%	-9%	i	49	0.2	94
CCOc1cc(C(=S)N2CCOCC2)ccc1OS(=O)(=O)c1ccc(C)cc1	9%	-8%	-9%	3%	-15	834	0.4%	-9%	i	56	-0.2	46
COC(=O)c1ccccc1NC(=O)CN(C)S(=O)(=O)c1ccc(OC)cc1	0%	-1%	-7%	-2%	2	727	-0.2%	7%	i	32	-1.5	43
O=C(Nn1c(SCc2ccc(F)cc2)nc2ccsc2c1=O)c1ccccc1	2%	-7%	-13%	-7%	0	625	0.1%	7%	i	33	-0.5	91
Cc1ccc(C(=O)N/N=C/C=C/c2ccccc2)o1	-4%	4%	7%	-1%	0	719	0.0%	0%	i	56	2.1	37
Cc1ccc(CNC(=O)C(=O)NCC2OCCN2C(=O)c2ccc3c(c2)OCO3)cc1 (stereo not given)	9%	5%	-4%	5%	-2	696	0.6%	3%	i	50	-0.2	47
NC(=O)c1cnn(-c2cc(Oc3ccccc3)ncn2)c1N	-14%	15%	-8%	18%	3	703	-0.2%	-8%	i	12	2.8	34
CCOC(=O)Nc1ccc(S(=O)(=O)Nc2cc(C)nc(C)n2)cc1	6%	27%	-5%	6%	17	811	0.3%	5%	i	39	0.1	55
O=C(NN1c2ccccc2CCc2ccccc21)c1ccccc1Br	8%	5%	-8%	11%	.	.	0.1%	29%	i	57	2.6	87

Additional results:
SMILES	MgcRacGAP inhibition	GPR35 arrestin U2OS	LYP inhibition	SV40 large T antigen	Hep lipid drop	Hep lipid drop cells 6.5 µM	GPR55 beta-arrestin	GPR55 antagonists	T cell HTS	T cell HTS vesicle-bound %	NTR1 agonist	NTR1 agonist cell count 20 µM
O=C(CN1C(=O)c2cccc3cccc1c23)N1CCN(Cc2ccc3c(c2)OCO3)CC1	11%	30%	-4%	6%	-2	685	-0.2%	11%	i	30	-0.4	55
CCOC(=O)N1CCC(N2C(=O)c3ccccc3C2Nc2ccc3c(c2)OCCO3)CC1 (stereo not given)	10%	25%	-11%	3%	.	.	-0.2%	-2%	i	28	6.1	48
O=c1c(Cc2ccc(F)cc2)c(O)ccn1CCc1cnc[nH]1	5%	6%	-6%	6%	6	662	0.0%	-4%	i	23	0.0	39
CCOC(=O)Cc1csc(SC(C)C(=O)NC2CCCCC2C)n1 (stereo not given)	10%	.	.	15%	.	.	.	.	i	56	-1.7	62
CCCc1nn2c(=O)cc(CSCC(=O)Nc3ccc(OC)cc3)nc2s1	2%	-17%	0%	1%	1	750	0.3%	-8%	i	15	0.2	41
CC(C)CCNC(=O)CO/N=C/c1ccccc1OC(F)F	6%	-14%	-2%	3%	3	717	0.2%	-1%	i	39	1.9	50
O=[N+]([O-])c1ccccc1/C=C/C=N/Nc1ccc(S(=O)(=O)Nc2ccc(Cl)cc2)cc1[N+](=O)[O-]	6%	11%	0%	4%	60*	674*	-0.2%	6%	i	33	2.8	58
COc1ccccc1-n1ccnc(SCC(=O)NCc2ccccc2Cl)c1=O	10%	.	.	27%	.	.	.	.	i	34	0.1	77
COc1cc(C(=O)NCc2nc(C)cs2)ccc1OC1CCN(C(C)=O)CC1	7%	-2%	-11%	9%	30	754	-0.1%	3%	i	31	0.7	57
Cc1nn(C)cc1/C=N/NC(=S)Nc1ccc(Cl)cc1Cl	7%	-3%	0%	18%	5	750	0.1%	6%	i	18	2.4	42
Cc1ccc2c(C(=O)CN3CCSCC3)c(C)[nH]c2c1	9%	-5%	-1%	4%	2	744	0.5%	8%	i	24	-0.1	70
Cc1onc(-c2ccccc2Cl)c1C(=O)N1CCCCC1C(=O)O (stereo not given)	4%	7%	-8%	1%	.	.	0.2%	12%	i	48	0.4	67
O=[N+]([O-])c1ccc(-c2cnc(SC(c3ccccc3)c3ccccc3)[nH]2)cc1	-4%	-4%	6%	1%	7	631	0.3%	-8%	i	36	54*	70*
COC(=O)C/C=C/[C@@H](C)[C@@H](/C=N/O[C@@H](C)c1cn([C@H](CO)Cc2ccccc2)nn1)NS(=O)(=O)c1ccc(C)cc1	.	-20%	-12%	12%	-4	733	-0.2%	26%	i	17	3.7	84
CC(Nc1ncnc2nc[nH]c12)c1ccccc1 (stereo not given)	11%	-16%	-2%	-1%	12	654	0.7%	6%	i	25	-0.4	42
O=C(Nc1ccccc1C(=O)N1CCCC1)c1ccc(Cl)cc1Cl	2%	-18%	-4%	-7%	-10	811	0.6%	-10%	i	57	1.5	43
CCOc1ccc(N/C(N)=N/c2nc(CSc3nnc(C)s3)cc(=O)[nH]2)cc1	11%	6%	-7%	-1%	7	797	-0.1%	2%	i	15	0.0	59
Cc1cccc(CN2CCN(C(=S)Nc3ccccc3)CC2)c1	3%	-4%	-5%	.	-2	745	0.2%	-3%	i	3	-1.2	33
Cc1onc(-c2c(Cl)cccc2Cl)c1COC(=O)c1ccc([N+](=O)[O-])cc1	15%	4%	2%	5%	0	741	0.5%	14%	i	56	-0.1	44
CCOC(=O)CSc1nc2sc3c(c2c(=O)n1C1CCCCC1)CCN(C)C3	11%	0%	5%	24%	-4	703	0.0%	-1%	i	18	1.7	61
Cc1cc(=O)oc2cc(OCC(=O)NCc3ccco3)ccc12	1%	10%	-6%	-1%	19	698	-0.2%	1%	i	22	0.6	91
C=CCNC(=O)c1cnc2n(c1=O)CCS2	2%	15%	-3%	1%	-6	665	-0.5%	1%	i	51	0.1	96
COc1cc(OC)c(-c2cc(C(=O)O)ccc2OC)c(OC)c1	7%	0%	-6%	10%	-14	623	0.2%	8%	i	49	0.1	63
CC1CCC/C(=N\Nc2ccc(Cl)c(C(=O)O)c2)C1 (stereo not given)	8%	-2%	-6%	7%	-4	606	0.6%	5%	i	25	1.2	83
COc1ccc(N2CC(C(=O)N3CCN(C(=O)c4ccco4)CC3)CC2=O)cc1 (stereo not given)	6%	-9%	-4%	11%	7	830	0.4%	-16%	i	17	-0.6	50
